BRCA1 expr up = activators of BRCA1 expression; MCF7-BRCA1-FFLuc reporter, luminescence, 48 h; response scale: scaled: vehicle 0%, 10 µM genistein 100%; Potency, µM (top dose mostly 46.1 µM), for inactives: top-dose activation, most hits filed as activators; hit rate 1.1% among 380,000; AID 624202; note: potency is the fitted concentration of half-maximal effect; nearly all actives have a fitted effect of over 80% in size; some results filed as inactive show a strong effect at the top dose
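Compounds are tested at multiple concentrations on MCF7 BRCA1-luciferase reporter cells seeded at 2000 per well; after 48 h, a single luminescence end-point is taken and curves fitted to the normalized data.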
FLuc counter = counter-screen for miR-21 project: firefly luciferase inhibitors or activators; purified FLuc, Km substrates, luminescence inhibition; AID 588342; Potency, µM (highest dose often 57.5 µM), for inactives: at the top dose activity change, negative = inhibition, usual class: inhibitors; hit rate 6.9% among 360,000;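 note: potency is the fitted concentration of half-maximal effect; plate controls were vehicle for no effect and reference inhibitor for full effect; nearly all actives have a fitted effect of over 55% in size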
Target sequence (P08659 whole entry, looked up): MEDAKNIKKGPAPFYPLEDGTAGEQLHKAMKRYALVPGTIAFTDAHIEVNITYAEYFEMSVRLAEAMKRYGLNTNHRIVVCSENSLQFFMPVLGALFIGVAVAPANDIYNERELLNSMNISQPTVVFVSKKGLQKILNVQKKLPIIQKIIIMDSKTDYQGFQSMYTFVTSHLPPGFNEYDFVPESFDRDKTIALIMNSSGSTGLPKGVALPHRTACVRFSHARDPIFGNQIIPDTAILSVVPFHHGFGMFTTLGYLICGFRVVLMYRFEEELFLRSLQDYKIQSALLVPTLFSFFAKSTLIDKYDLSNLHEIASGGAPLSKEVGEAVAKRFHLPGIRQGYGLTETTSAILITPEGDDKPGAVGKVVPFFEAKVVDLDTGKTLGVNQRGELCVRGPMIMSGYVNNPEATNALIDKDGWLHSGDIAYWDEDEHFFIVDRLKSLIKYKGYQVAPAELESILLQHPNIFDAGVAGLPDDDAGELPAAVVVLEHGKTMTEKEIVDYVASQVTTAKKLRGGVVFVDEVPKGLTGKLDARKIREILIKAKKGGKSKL
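Purified P. pyralis luciferase, 10 nM final, with Km-level 10 uM D-luciferin and 10 uM ATP in 50 mM Tris acetate pH 7.5, 10 mM Mg acetate, 0.01% Tween-20, 0.05% BSA; 6-point qHTS titration about 60 µM downward; luminescence read.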
NPC1 prom act = activates the NPC1 promoter; Potency, µM (highest dose often 9.22 µM), for the others: at the highest dose activation, most hits filed as activators; Huh7 NPC1 promoter luciferase reporter, 24 h; AID 485313; hit rate 2.4% among 320,000;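 note: potency is the fitted concentration of half-maximal effect; % of control where 0% means no effect; nearly all actives have a fitted effect of over 60% in size; reporter is driven by a mutant NPC1 promoter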
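Readout is luciferase luminescence, reflecting NPC1 promoter activation in stably transfected Huh7 cells after 24 h compound exposure at 37 °C in reduced-serum medium with 10% FBS.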
VP16 counter = counter-screen for ROR gamma inhibitors: Gal4-VP16 reporter; Potency, µM (series often up to 53.6 µM), without a hit: at the top dose activity, negative = inhibition, most hits filed as inhibitors; hit rate 3.5% among 310,000; Drosophila S2 Gal4-VP16 UAS-luciferase, luminescence, 20 h;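 note: Gal4-VP16 expression switched on by copper sulfate through the metallothionein promoter; potency is the fitted concentration of half-maximal effect; % is set by controls: 0 for no effect and ±100 for the full control effect; nearly all actives have a fitted effect of over 50% in size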
Tb PFK block = inhibitors of T. brucei phosphofructokinase; T. brucei PFK, ADP-Glo luminescence; Potency, µM (top dose mostly 57.5 µM), without a hit: at the highest dose activity, negative = inhibition, most hits filed as inhibitors; hit rate 0.17% among 330,000; AID 485367;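 note: potency is the fitted concentration of half-maximal effect; 0% = uninhibited 1x PFK enzyme wells and -100% = no-enzyme wells; nearly all actives have a fitted effect of over 60% in size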
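Activity is normalized to no-enzyme wells (full inhibition) and 1.25 nM enzyme wells (no inhibition). Reaction: 0.5 mM F6P, 0.1 mM ATP, 45 min RT, ADP-Glo luminescence; concentration-response curves fitted and classed by quality.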
p53 reactivator = restores transcriptional activity of mutant p53. H1299 p53-A138V BP100-luciferase reporter, luminescence, 24 h. Potency, µM (titrated, usually from 92.2 µM), without a hit: at the top dose activity change, positive = activation, most hits filed as activators. hit rate 0.063% among 320,000; note: potency is the fitted concentration of half-maximal effect; % of control where 0% means no effect; nearly all actives have a fitted effect of over 45% in size
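H1299 (p53-null), stable ts p53-A138V + BP100-Luc; 1000 cells/well, Opti-MEM/10% FBS; cpd 4 pt, 1:5; 24 h, 37 deg C, 5% CO2; detection reagent 10 min RT; luminescence.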
ELG1 genotoxic = inducers of genotoxicity in HEK293T ELG1-luciferase cells; Potency, µM (top dose mostly 46 µM), without a hit: top-dose activity change, positive = activation, actives largely listed as activators; HEK293T ELG1-luciferase reporter, luminescence, 16 h; hit rate 1.3% among 330,000; AID 504466; note: potency is the fitted concentration of half-maximal effect; % of control where 0% means no effect; nearly all actives have a fitted effect of over 60% in size
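HEK293T cells expressing luciferase-tagged ELG1 were exposed to compound or DMSO vehicle for 16 hr at 37 °C and 5% CO2. Luciferase activity was then measured with ONE-Glo after 30 min at room temperature.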
ELG1 repair inh = inhibitors of ELG1-dependent DNA repair in HEK293T cells; hit rate 2.3% among 330,000; HEK293T ELG1-luciferase reporter, luminescence, 16 h; DNA damage induced by 5-fluorouridine; Potency, µM (titrated, usually from 46.1 µM), inactives show at the top dose activity change, negative = inhibition, actives largely listed as inhibitors; note: potency is the fitted concentration of half-maximal effect; % is set by controls: 0 for no effect and ±100 for the full control effect; nearly all actives have a fitted effect of over 55% in size
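Luminescence from the luciferase reporter, measured 30 min after ONE-Glo reagent at room temperature, was the read-out. Beforehand, 2,000 cells per well were exposed for 16 hr at 37 °C to 5-fluorouridine together with compound or vehicle.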
Rab9 prom act = activates the Rab9 promoter | Potency, µM (highest dose often 9.22 µM), for inactives: at the top dose activation, negative = inhibition, most hits filed as activators | AID 485297 | Huh7 Rab9 promoter-luciferase reporter, luminescence, 24 h | hit rate 2.8% among 320,000; note: potency is the fitted concentration of half-maximal effect; % of control where 0% means no effect; nearly all actives have a fitted effect of over 60% in size
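Stable Rab9-luc Huh7, 1500 cells/well, 2 h settle; cmpd in DMSO, 24 h, 37 °C/5% CO2; luciferase reagent 10 min RT; luminescence.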
TRPV1 ag = activates the human vanilloid receptor TRPV1. Q8NER1. TRPV1-expressing cells, Fluo-8 calcium influx, agonist mode. activation, % at 8.33 µM. hit rate 0.19% among 320,000. AID 540275; in the data active = activation above about 80%; inconclusive = between about 30% and that limit; note: 0% is about no effect
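Cells expressing TRPV1 were dye-loaded with Fluo-8 and read kinetically: 10 s baseline, 3 min after compound (agonist portion), then 2 min after EC20 capsaicin (allosteric enhancer portion). Calcium-bound dye fluorescence at 480/520 nm.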
RORgamma inh = inhibitors of mouse ROR gamma transcriptional activity; Potency, µM (highest dose often 53.6 µM), without a hit: top-dose activity change, negative = inhibition, actives largely listed as inhibitors; P51450; hit rate 5.4% among 310,000; Drosophila S2 Gal4-RORgamma UAS-luciferase reporter, 20 h; note: potency is the fitted concentration of half-maximal effect; % is set by controls: 0 for no effect and ±100 for the full control effect; nearly all actives have a fitted effect of over 60% in size
Target sequence (P51450 whole entry, looked up, the tested form may be a part): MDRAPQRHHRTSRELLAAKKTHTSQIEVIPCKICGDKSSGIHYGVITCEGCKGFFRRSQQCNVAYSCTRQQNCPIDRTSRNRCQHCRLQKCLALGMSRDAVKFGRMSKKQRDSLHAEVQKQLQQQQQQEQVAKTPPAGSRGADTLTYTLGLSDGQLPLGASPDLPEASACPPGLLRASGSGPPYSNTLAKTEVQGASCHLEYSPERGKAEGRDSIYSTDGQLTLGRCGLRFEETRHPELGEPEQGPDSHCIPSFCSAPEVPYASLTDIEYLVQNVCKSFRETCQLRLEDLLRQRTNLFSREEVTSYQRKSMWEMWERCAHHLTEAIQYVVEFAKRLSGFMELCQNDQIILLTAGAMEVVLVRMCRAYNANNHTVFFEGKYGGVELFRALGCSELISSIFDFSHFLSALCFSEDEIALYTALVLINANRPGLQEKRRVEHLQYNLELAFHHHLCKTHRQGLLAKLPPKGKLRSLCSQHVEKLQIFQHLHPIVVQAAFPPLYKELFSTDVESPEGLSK
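Luciferase reporter read in Schneider cells carrying Gal4-RORγ (mouse) and UAS-Photinus luciferase; cells given compound 1 h before 700 uM copper sulfate induction, then incubated 20 h at ambient temperature.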
* hit, by the source's call; ? = inconclusive; / = no result given; [ ] = another dose, or the depositor's remark. Unless noted, calls come from the whole dose curve; as a rule, active = well fitted curve in the direction sought with a large enough effect; inconclusive = small, poorly fitted or top-dose-only effect, or another doubt; inactive = no such curve, though single readings can be large; an effect the other way counts as inactive or inconclusive.

Values in the order – BRCA1 expr up, FLuc counter, NPC1 prom act, VP16 counter, Tb PFK block, p53 reactivator, ELG1 genotoxic, ELG1 repair inh, Rab9 prom act, TRPV1 ag, RORgamma inh
Cc1[nH]c2ccccc2c1C(=O)CN1CCC(C)CC1
  3.0%, -0.3%, -3.0%, 3.2%, 0.0%, 5.8%, 0.7%, 2.3%, -7.4%, 1.9, -4.7%
COc1ccccc1C(=O)N(CN1CCCC1=O)c1cccc(Cl)c1
  5.3%, 4.2%, -2.4%, 2.5%, -0.5%, -2.0%, -1.1%, 0.0%, -0.9%, -0.4, -34.3%
Cc1ccc(OCC(=O)Nc2ccc3c(c2)OCO3)c([N+](=O)[O-])n1
  ?, 6.01µM*, ?, -5.8%, -7.8%, ?, ?, ?, ?, -4.9, ?
CC1CCc2cc(F)cc3c(O)c(C(=O)NCc4ccco4)c(=O)n1c23 (centres undefined)
  1.8%, 2.1%, -0.4%, -6.1%, -0.3%, -1.7%, -8.5%, 6.3%, 0.1%, /, -31.6%
Cc1c(C(=O)OC(C)C)[nH]c2c1C(=O)CC(C)(C)C2
  44.4%, -2.0%, -8.0%, 18.9%, 5.7%, 2.7%, -2.7%, 1.4%, -11.3%, 18.4, ?
Cc1cc(C[n+]2cc(Cl)ccc2N)c2ncccc2c1
  -31.3%, -2.8%, -4.0%, 1.0%, 1.9%, -1.9%, -8.8%, ?, -21.1%, 1.2, -4.5%
COC(=O)c1c(NC(=O)CSc2nnnn2-c2ccccc2)sc2c1CCC(C(C)(C)C)C2 (centres undefined)
  -5.3%, 0.9%, -4.4%, 1.7%, 4.6%, 4.2%, -2.2%, -7.9%, -2.4%, 2.6, 20.8%
CC(OC(=O)c1ccccc1NCCO)C(=O)Nc1ccc(S(=O)(=O)N2CCOCC2)cc1 (centres undefined)
  16.0%, -2.5%, 13.0%, /, -5.4%, 0.6%, -0.1%, -5.3%, 3.7%, 0.5, /
Cc1cccc(OC(=O)CCN2C(=O)C3C4C=CC(C5CC45)C3C2=O)c1C (centres undefined)
  -2.9%, 5.2%, -10.3%, 0.3%, -0.5%, 1.6%, 2.6%, 14.7%, -5.0%, 9.1, 6.0%
O=[N+]([O-])c1ccc(S(=O)(=O)Nc2ccc(S(=O)(=O)N3CCCC3)cc2)cc1
  -0.5%, 4.3%, 0.8%, 6.8%, 1.4%, -2.5%, -4.3%, -3.2%, 15.5%, 1.0, -1.1%
CC(C)C(C(=O)O)N1C(=O)/C(=C/c2cccn2C)SC1=S (centres undefined)
  21.1%, 21.3µM*, 0.6%, -6.3%, 0.9%, 17.2%, 2.3%, -0.9%, 3.0%, -1.2, 30.5%
CSC1=C(C#N)C(c2ccccc2Cl)C2=C(N1)c1ccccc1C2=O (centres undefined)
  -39.6%, 0.1%, -5.8%, 12.4%, 2.2%, -4.1%, 1.6%, 2.7%, -7.0%, 1.3, -14.3%
CC(O)CNC(=S)Nc1ccccc1 (centres undefined)
  -6.8%, -2.3%, -2.2%, 1.6%, 10.1%, 1.7%, -1.3%, -11.7%, -1.2%, 3.3, 12.6%
COc1ccc(NC(=O)NCc2cccn2C)c(OC)c1
  8.3%, -1.4%, 7.8%, -4.6%, -0.6%, -2.2%, 1.5%, 9.6%, -1.9%, 0.8, 4.7%
CCc1ccc(NC(=S)N2CCN(S(=O)(=O)c3ccccc3)CC2)cc1
  -0.1%, -20.7%, -0.3%, ?, -1.8%, -7.5%, -2.4%, 0.4%, -2.9%, ?, 17.8µM*
COc1cccc(C(=O)NC(=S)Nc2ccc3c4c(cccc24)CC3)c1
  -4.0%, ?, 19.7%, 11.2µM*, 2.2%, 4.8%, 8.5%, ?, 17.3%, -0.7, 3.55µM*
Cc1nc(C)c(C(=O)Nc2ccc(Oc3ccccc3)cc2)o1
  -29.0%, 23.9µM*, -4.7%, ?, ?, 13.1%, -0.5%, 5.8%, -9.2%, ?, ?
CN(C)c1ccnc2sc(C(=O)c3ccccc3)c(N)c12
  ?, 5.36µM*, 2.51µM*, -2.6%, -1.3%, ?, ?, ?, 2.82µM*, 4.0, 23.9%
CCn1c(CSCc2ccc(C)cc2)nnc1SCC(=O)N1CCN(c2ccccc2)CC1
  -41.3%, 1.5%, -0.5%, -0.9%, -9.8%, -2.1%, -19.7%, 18.4µM*, -2.0%, 3.9, -20.8%
CC(C)C[C@H](NC(=O)C1CCN(S(=O)(=O)c2ccccc2)CC1)C(=O)NCc1cccnc1
  -3.2%, -2.3%, 0.7%, -0.3%, -0.5%, 1.4%, 1.0%, 7.1%, -5.5%, 2.8, -12.3%
CN(c1ccccc1)S(=O)(=O)c1cccc(NC(=O)c2cc3ccccc3oc2=O)c1
  11.2µM*, ?, ?, -5.9%, -18.7%, 14.8%, ?, ?, 29.3%, 3.0, -3.4%
Cn1c(C(=O)N2CCCc3ccccc32)cc2sccc21
  26.0%, ?, 13.9%, -0.5%, 5.5%, 12.7%, -2.8%, -1.5%, -2.5%, -5.0, 0.0%
S=c1[nH]nc2c3c4c(sc3ncn12)CCCC4
  -2.6%, -16.1%, -3.1%, -13.6%, -6.3%, 2.3%, -8.2%, 14.2%, -8.9%, 3.1, -27.4%
COc1cccc(C(=O)NNC(=O)C(=O)N2CCCCC2)c1
  2.0%, -6.4%, -1.3%, -12.8%, 0.6%, -3.9%, 1.8%, 6.1%, -2.9%, 0.7, 2.2%
O=C(Cn1cnc2ccccc21)NC(c1ccccc1)c1ccccc1
  -0.1%, -7.8%, 2.0%, -13.2%, -1.4%, -2.2%, -0.6%, 4.1%, 12.9%, 11.4, 14.4%
N#Cc1nc(COc2ccc(Br)cc2)oc1NCCN1CCOCC1
  -15.8%, 1.1%, 0.7%, 7.2%, 0.8%, -6.4%, -1.1%, -24.8%, -0.3%, -12.8, 26.2%
Cc1cc(C)n(CCNC(=O)C2CCC(=O)N(CCc3cccc(F)c3)C2)n1 (centres undefined)
  -3.1%, 1.0%, 1.2%, -11.5%, -1.6%, -1.5%, 2.9%, -4.4%, 14.2%, 0.3, -5.8%
CCn1c(SCC(=O)N/N=C(\C)c2ccncc2)nnc1-c1ccccc1
  -7.4%, -2.2%, 2.5%, -8.4%, 0.0%, -4.9%, -4.8%, -7.4%, -1.8%, -9.6, -7.6%
CCCCOC(=O)Cn1c(=N)n(CCN(CC)CC)c2ccccc21
  -4.3%, 1.0%, -1.8%, 4.3%, -1.1%, 4.4%, -0.4%, 0.7%, -3.4%, 1.1, -3.9%
COc1ccc(N(CC(=O)N2CCCCC2)S(=O)(=O)c2ccccc2)c(OC)c1
  -2.5%, 1.8%, 1.3%, 1.0%, -0.2%, -6.6%, 0.1%, ?, -34.5%[inhibitor], 12.6, -33.8%
COc1cc(OC)cc(C(=O)OCC(=O)N2CCCC2)c1
  -4.6%, -1.7%, 1.5%, 10.4%, 1.5%, 19.9%, 3.2%, 11.6%, -1.3%, -2.0, -1.6%
COc1ccc(N2CCN(C(=O)c3ccc(OCc4c(C)noc4C)c(OC)c3)CC2)cc1
  8.0%, 1.1%, 2.1%, 1.9%, -0.6%, -0.9%, -2.5%, -12.6%, -2.1%, 0.3, 27.8%
Cc1c2cnn(CC(=O)NCCCN3CCCCC3C)c(=O)c2c(C)n1Cc1ccccc1 (centres undefined)
  1.7%, -1.9%, -4.1%, 4.2%, 0.3%, 17.5%, 4.8%, 0.1%, 5.7%, 0.2, -24.3%
Cc1ccc(-c2nn(CCC(=O)Nc3cccnc3)c(=O)c3ccccc23)cc1
  16.2%, -0.6%, -4.6%, -19.8%, 2.0%, -0.1%, -7.6%, -27.4%, -6.7%, ?, 29.3%
O=C(Nc1cccc(S(=O)(=O)N2CCOCC2)c1)c1ccco1
  -1.9%, 4.5%, -1.7%, 4.7%, 2.8%, -1.0%, -1.0%, -4.1%, -3.0%, -3.4, 5.7%
Cc1cccc(NC(=O)CSc2nnc(CNC(=O)c3ccco3)o2)c1C
  -28.4%, -1.0%, -0.9%, 8.5%, 3.5%, 2.0%, -0.9%, 6.5%, 0.2%, 1.8, -13.7%
